Bioassay records from PubChem BioAssay.
INS-1E ATP HTS – preserves ATP levels in cytokine-treated INS-1E cells. INS-1E cytokine-induced death, ATP luminescence, 48 h; normalised: neutral wells 0, positive control 100. protection from cytokine-induced ATP loss, % at 10 µM. actives 0.1% (n = 20,000);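 active means mean replicate protection from cytokine-induced ATP loss at least 50% and at least 75% of replicates each reaching 50%; inconclusive means meets only one of the two criteria, mean or replicate share; inactive means fails both the mean and replicate share criteria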
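Material: INS-1E rat cells; Quantity: 8000 cells/well; Buffer or medium: phenol-red-free RPMI with 5% fetal bovine serum; Probe or stimulus: cytokine cocktail of IFN-γ, TNF-α and IL-1β; Compound dosing: single test concentration per compound, delivered by pin transfer; Incubation: 48 h co-treatment, 10 min post-lysis read; Signal: CellTiter-Glo luminescence.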
T cruzi HTS – blocks T. cruzi growth inside host cells | intracellular Trypanosoma cruzi in host cells, plate reader | activity score (inhibition), % at 5.01 µM | actives 4.9% (n = 22,000) | AID 651903; in the data active means activity score above about 55%; inconclusive means no clear call, values can overlap the other calls;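 further: parasites and compound incubated about four days before reading; 0% = median of neutral control wells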
Starred values were filed as active, the others as inactive; ? = inconclusive; . = no result given.

No. | Structure | INS-1E ATP HTS | T cruzi HTS
1 | C[C@H]1CN([C@@H](C)CO)C(=O)c2cc(NC(=O)Nc3ccccc3)ccc2O[C@H]1CN(C)S(=O)(=O)c1cccs1 | -3 | -5
2 | COC(=O)CCCCCCC(=O)N/N=C/C[C@@H](C)CCC=C(C)C | -9 | 0
3 | CNC[C@@H]1Oc2c(NC(=O)C3CCCCC3)cccc2C(=O)N([C@H](C)CO)C[C@H]1C | 4 | -12
4 | COc1cccc(S(=O)(=O)N(C)C[C@@H]2Oc3ncc(/C=C/c4ccccc4)cc3C(=O)N([C@H](C)CO)C[C@@H]2C)c1 | . | ?
5 | C[C@@H]1CCCCO[C@H](CN(C)C(=O)c2ccncc2)[C@@H](C)CN([C@H](C)CO)C(=O)c2cc(N(C)C)ccc2O1 | 0 | -11
6 | C[C@H](CO)N1C[C@H](C)[C@@H](CN(C)Cc2ccc(O)cc2)OCc2cn(nn2)CCCC1=O | . | -10
7 | C[C@H](CO)N1C[C@H](C)[C@@H](CN(C)Cc2ccccc2C(F)(F)F)OCc2cn(nn2)CCCC1=O | . | -24
8 | O=C(NO)c1cccc(C(=O)N/N=C/c2ccc3c(c2)OCCO3)c1 | 0 | -14
9 | C[C@H](CO)N1C[C@H](C)[C@@H](CN(C)C(=O)Nc2ccc3c(c2)OCO3)Oc2c(NS(=O)(=O)c3cn(C)cn3)cccc2C1=O | 19 | -15
10 | C[C@H]1CN([C@@H](C)CO)C(=O)c2cc(N(C)C)ccc2O[C@@H]1CN(C)S(=O)(=O)c1ccc(F)cc1 | 4 | 3
11 | Cc1ccc(S(=O)(=O)Nc2ccc3c(c2)CC(=O)N([C@H](C)CO)C[C@@H](C)[C@@H](CN(C)C(=O)Nc2ccc(F)cc2)O3)cc1 | 5 | 1
12 | C[C@H](CO)N1C[C@H](C)[C@@H](CN(C)S(=O)(=O)c2ccc(F)cc2)Oc2ccc(NS(=O)(=O)c3ccc(Cl)cc3)cc2C1=O | -6 | 14

Another view of some results above:
8) O=C(NO)c1cccc(C(=O)N/N=C/c2ccc3c(c2)OCCO3)c1
  INS-1E ATP HTS: 0
  T cruzi HTS: -14

9) C[C@H](CO)N1C[C@H](C)[C@@H](CN(C)C(=O)Nc2ccc3c(c2)OCO3)Oc2c(NS(=O)(=O)c3cn(C)cn3)cccc2C1=O
  INS-1E ATP HTS: 19
  T cruzi HTS: -15

10) C[C@H]1CN([C@@H](C)CO)C(=O)c2cc(N(C)C)ccc2O[C@@H]1CN(C)S(=O)(=O)c1ccc(F)cc1
  INS-1E ATP HTS: 4
  T cruzi HTS: 3

Reprinted at random: 2 records from the list, in no set order.
No. | Structure | INS-1E ATP HTS | T cruzi HTS
5 | C[C@@H]1CCCCO[C@H](CN(C)C(=O)c2ccncc2)[C@@H](C)CN([C@H](C)CO)C(=O)c2cc(N(C)C)ccc2O1 | 0 | -11
7 | C[C@H](CO)N1C[C@H](C)[C@@H](CN(C)Cc2ccccc2C(F)(F)F)OCc2cn(nn2)CCCC1=O | . | -24

Next section:
No. | Structure | INS-1E ATP HTS | T cruzi HTS
13 | C[C@H]1CN([C@@H](C)CO)C(=O)c2cccc(NS(=O)(=O)c3ccc(Cl)cc3)c2O[C@H]1CN(C)Cc1ccc(-c2ccccc2)cc1 | -37 | 59*
14 | COc1ccc(NC(=O)Nc2cccc3c2O[C@H](CN(C)Cc2ccc4c(c2)OCO4)[C@@H](C)CN([C@H](C)CO)C3=O)cc1 | -7 | 4
15 | CNC[C@H]1Oc2ccc(NS(=O)(=O)c3ccc(C)cc3)cc2C(=O)N([C@H](C)CO)C[C@@H]1C | 1 | -3
16 | C[C@H](CO)N1C[C@H](C)[C@H](CN(C)Cc2ccc(F)cc2)Oc2ncc(-c3ccc(F)cc3)cc2C1=O | . | 28
17 | C[C@@H]1CCCCO[C@@H](CN(C)S(=O)(=O)c2ccc(Cl)cc2)[C@@H](C)CN([C@H](C)CO)C(=O)c2cc(NS(C)(=O)=O)ccc2O1 | -5 | 7
18 | Cc1noc(C)c1S(=O)(=O)Nc1ccc2c(c1)C(=O)N([C@H](C)CO)C[C@@H](C)[C@@H](CN(C)Cc1ccc3c(c1)OCO3)O2 | -4 | -2
19 | C[C@@H]1CN([C@@H](C)CO)C(=O)CCCn2cc(nn2)CO[C@H]1CN(C)C(=O)c1cc(-c2ccccc2)on1 | . | -16
20 | C[C@@H]1CCCCO[C@@H](CN(C)Cc2ccc3c(c2)OCO3)[C@@H](C)CN([C@H](C)CO)C(=O)c2cc(NS(C)(=O)=O)ccc2O1 | 2 | 3
21 | COc1ccc(CN(C)C[C@H]2Oc3ccc(NS(=O)(=O)c4c(C)noc4C)cc3CC(=O)N([C@H](C)CO)C[C@H]2C)cc1 | -8 | 10
22 | C[C@@H]1CN([C@@H](C)CO)C(=O)c2cc(NS(=O)(=O)c3ccc(F)cc3)ccc2O[C@@H]1CN(C)Cc1ccc(Oc2ccccc2)cc1 | -33 | 3
23 | CC(C)(C)OC(=O)NC/C=N/NC(=O)CCCCCC(=O)O | -8 | -19
24 | COc1ccc(S(=O)(=O)N(C)C[C@H]2Oc3c(NS(=O)(=O)c4ccc(F)cc4)cccc3C(=O)N([C@H](C)CO)C[C@@H]2C)cc1 | 2 | 9
25 | COc1ccc(S(=O)(=O)Nc2ccc3c(c2)CC(=O)N([C@@H](C)CO)C[C@@H](C)[C@@H](CN(C)C(=O)Nc2ccc(C(F)(F)F)cc2)O3)cc1 | 1 | -10
26 | Cc1noc(C)c1S(=O)(=O)Nc1ccc2c(c1)C(=O)N([C@H](C)CO)C[C@H](C)[C@@H](CN(C)C)O2 | 5 | 3
27 | C[C@@H]1CN([C@H](C)CO)C(=O)Cc2cc(NC(=O)C3CCCCC3)ccc2O[C@H]1CN(C)Cc1ccc(C(F)(F)F)cc1 | -12 | 58*
28 | CC(C)NC(=O)Nc1ccc2c(c1)C(=O)N([C@H](C)CO)C[C@H](C)[C@@H](CN(C)C(=O)Nc1ccc(F)cc1)OCCCC[C@@H](C)O2 | -3 | 24
29 | Cc1ccc(S(=O)(=O)N(C)C[C@@H]2Oc3c(NS(=O)(=O)c4cccs4)cccc3C(=O)N([C@@H](C)CO)C[C@H]2C)cc1 | 4 | -1
30 | COc1ccc(CN(C)C[C@@H]2Oc3ccc(NC(=O)C4CCCCC4)cc3C(=O)N([C@@H](C)CO)C[C@H]2C)cc1 | 0 | -7
31 | C[C@@H]1CN([C@H](C)CO)C(=O)c2cc(NS(=O)(=O)c3cccs3)ccc2O[C@@H]1CN(C)Cc1ccc(Cl)c(Cl)c1 | -10 | 15
32 | CNC[C@H]1Oc2ccc(NC(=O)Nc3ccccc3)cc2CC(=O)N([C@@H](C)CO)C[C@H]1C | 17 | -27
33 | C[C@@H]1CCCCO[C@@H](CN(C)C(=O)Nc2ccc(F)cc2)[C@@H](C)CN([C@H](C)CO)C(=O)c2cc(NC(=O)c3ccccc3)ccc2O1 | 6 | 5
34 | C[C@@H]1CN([C@@H](C)CO)C(=O)c2cc(NC(=O)Cn3cnnn3)ccc2O[C@H]1CN(C)C(=O)Nc1ccc(F)cc1 | 4 | 7
35 | COc1ccc(NC(=O)N(C)C[C@@H]2Oc3ncc(-c4ccccc4)cc3C(=O)N([C@H](C)CO)C[C@@H]2C)cc1 | . | -9
36 | C[C@@H]1CN([C@H](C)CO)C(=O)c2cccc(NS(C)(=O)=O)c2O[C@@H]1CN(C)Cc1ccc(Oc2ccccc2)cc1 | -7 | 7
37 | C[C@@H]1CN([C@H](C)CO)C(=O)c2cc(NC(=O)c3ccncc3)ccc2O[C@@H]1CN(C)Cc1ccc2c(c1)OCO2 | 1 | 7
38 | C[C@H](CO)N1C[C@H](C)[C@H](CN(C)C)Oc2c(NC(=O)Nc3ccc(C(F)(F)F)cc3)cccc2C1=O | -5 | 81*
39 | COc1ccc(CN(C)C[C@@H]2Oc3c(NS(=O)(=O)c4cn(C)cn4)cccc3C(=O)N([C@@H](C)CO)C[C@H]2C)cc1 | 9 | -18
40 | C[C@H]1CN([C@@H](C)CO)C(=O)c2cc(NC(=O)c3ccncc3)ccc2O[C@@H]1CN(C)Cc1ccc(C(F)(F)F)cc1 | . | 4
41 | C[C@H]1CN([C@@H](C)CO)C(=O)c2cccc(NC(=O)c3ccc(-c4nccs4)cc3)c2O[C@@H]1CN(C)C(=O)Nc1cccc2ccccc12 | 1 | -33
42 | C[C@H](CO)N1C[C@H](C)[C@H](CN(C)C(=O)Nc2ccc(F)cc2)Oc2ccc(NS(=O)(=O)c3cn(C)cn3)cc2CC1=O | 9 | -15
43 | C[C@H]1CN([C@@H](C)CO)C(=O)c2cc(NS(C)(=O)=O)ccc2O[C@@H]1CN(C)C | 2 | 2
44 | Cc1ccccc1S(=O)(=O)N(C)C[C@@H]1OCc2cn(nn2)CCCC(=O)N([C@@H](C)CO)C[C@H]1C | . | -6
45 | CNC[C@@H]1Oc2ccc(NS(=O)(=O)c3ccc(Cl)cc3)cc2C(=O)N([C@H](C)CO)C[C@H]1C | 3 | 2
46 | Cc1noc(C)c1NC(=O)N(C)C[C@@H]1Oc2ccc(NS(C)(=O)=O)cc2C(=O)N([C@@H](C)CO)C[C@H]1C | 7 | -8
47 | CC(C)NC(=O)Nc1ccc2c(c1)CC(=O)N([C@@H](C)CO)C[C@H](C)[C@@H](CN(C)S(=O)(=O)c1ccc(Cl)cc1)O2 | 4 | 6
48 | Cc1cc(C(=O)Nc2cccc3c2O[C@@H](CN(C)C(=O)NC(C)C)[C@H](C)CN([C@H](C)CO)C3=O)n(C)n1 | 8 | -19
49 | Cc1ccc(S(=O)(=O)N(C)C[C@@H]2OCc3cn(nn3)CCCC(=O)N([C@H](C)CO)C[C@H]2C)cc1 | . | -3
50 | COc1ccc(NC(=O)Nc2ccc3c(c2)C(=O)N([C@@H](C)CO)C[C@H](C)[C@@H](CN(C)S(=O)(=O)c2ccc(C)cc2)O3)cc1 | 14 | 4
51 | Cc1noc(C)c1NC(=O)N(C)C[C@@H]1OCCCC[C@@H](C)Oc2ccc(NS(=O)(=O)c3c(C)noc3C)cc2C(=O)N([C@H](C)CO)C[C@@H]1C | 6 | -27
52 | C[C@@H]1CN([C@H](C)CO)C(=O)Cc2cc(NC(=O)CCCN(C)C)ccc2O[C@H]1CN(C)S(=O)(=O)c1cccs1 | 8 | -18
53 | C[C@H](CO)N1C[C@H](C)[C@H](CN(C)C(=O)Nc2ccccc2)Oc2ncc(-c3ccc(F)cc3)cc2C1=O | . | 29
54 | C[C@H](CO)N1C[C@H](C)[C@H](CN(C)C(=O)Nc2ccc(F)cc2)Oc2ccc(NC(=O)Nc3ccc4c(c3)OCO4)cc2C1=O | 10 | -29
55 | C[C@H]1CN([C@@H](C)CO)C(=O)c2cc(NC(=O)CCC(F)(F)F)ccc2O[C@@H]1CN(C)C | 7 | 1
56 | C[C@H]1CN([C@@H](C)CO)C(=O)c2cc(NC(=O)Cn3cnnn3)ccc2O[C@H]1CN(C)S(=O)(=O)c1ccccc1 | 7 | -7
57 | C[C@@H]1CN([C@@H](C)CO)C(=O)Cc2cc(NS(=O)(=O)c3cn(C)cn3)ccc2O[C@@H]1CN(C)Cc1ccc(Oc2ccccc2)cc1 | 3 | -21
58 | CNC[C@@H]1Oc2ccc(NS(=O)(=O)c3ccc(OC)cc3)cc2CC(=O)N([C@H](C)CO)C[C@H]1C | 5 | -22
59 | COc1ccc(NC(=O)Nc2ccc3c(c2)C(=O)N([C@H](C)CO)C[C@H](C)[C@@H](CN(C)C(=O)NC2CCCCC2)O3)cc1 | 1 | -4
60 | C[C@@H]1CN([C@H](C)CO)C(=O)Cc2cc(NC(=O)c3ccncc3)ccc2O[C@@H]1CN(C)Cc1ccncc1 | 13 | -12
61 | C[C@H]1CN([C@@H](C)CO)C(=O)c2cccc(NC(=O)Nc3ccc(C(F)(F)F)cc3)c2O[C@H]1CN(C)C(=O)Nc1ccc(F)cc1 | -57 | 60*
62 | Cc1noc(C)c1S(=O)(=O)Nc1ccc2c(c1)C(=O)N([C@@H](C)CO)C[C@H](C)[C@H](CN(C)C(=O)NC(C)C)O2 | -1 | -43
63 | C[C@@H]1CCCCO[C@@H](CN(C)Cc2ccc(Cl)c(Cl)c2)[C@@H](C)CN([C@H](C)CO)C(=O)c2cc(NC(=O)Nc3ccccc3)ccc2O1 | -5 | 78*
64 | Cc1noc(C)c1NC(=O)N(C)C[C@H]1Oc2c(NC(=O)Nc3ccc4c(c3)OCO4)cccc2C(=O)N([C@@H](C)CO)C[C@@H]1C | 3 | 6
65 | C[C@H]1CN([C@@H](C)CO)C(=O)Cc2cc(NC(=O)CCC(F)(F)F)ccc2O[C@H]1CN(C)S(=O)(=O)c1cn(C)cn1 | -6 | -10
66 | COc1cc(/C=N/NC(=O)c2ccccc2O)c(Br)cc1O | -73 | 2
67 | COc1ccc(CN(C)C[C@@H]2Oc3ccc(NC(=O)Nc4c(C)noc4C)cc3C(=O)N([C@H](C)CO)C[C@@H]2C)cc1 | -5 | 4
68 | C[C@@H]1CN([C@H](C)CO)C(=O)c2cc(NC(=O)Nc3ccc4c(c3)OCO4)ccc2O[C@H]1CN(C)C(=O)NC1CCCCC1 | . | 1
69 | C[C@H]1CN([C@@H](C)CO)C(=O)c2cccc(NC(=O)C3CCCCC3)c2O[C@H]1CN(C)Cc1ccc(Oc2ccccc2)cc1 | -15 | 4
70 | C[C@H](CO)N1C[C@H](C)[C@@H](CN(C)Cc2ccc(-c3ccccc3)cc2)Oc2c(NS(=O)(=O)c3cn(C)cn3)cccc2C1=O | 7 | -7
71 | C[C@H]1CN([C@@H](C)CO)C(=O)Cc2cc(NS(=O)(=O)c3cn(C)cn3)ccc2O[C@@H]1CN(C)S(=O)(=O)c1cccs1 | 0 | -13
